High-throughput results as filed in PubChem BioAssay.
POLH inh = blocks human DNA polymerase eta activity; Q9Y253; recombinant Pol eta, fluorescent DNA replication assay; Potency, µM (highest dose often 114 µM), for the others: at the top dose activity change, negative = inhibition, hits mostly inhibitors; 390,000 tested, 1.2% active; note: potency is the fitted concentration of half-maximal effect; % is set by controls: 0 for no effect and ±100 for the full control effect
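Pol eta (10 nM) was preincubated with compounds for 15 min at room temperature, after which fluorescent replication substrate (50 nM final) was added to start the reaction. Fluorescence was read kinetically at 0 and 10 min.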
HP1b chromo inh = inhibitors of HP1-beta chromodomain binding to methylated histone tails; Potency, µM (titrated, usually from 114 µM), without a hit: at the highest dose activity change, negative = inhibition, actives largely listed as inhibitors; 390,000 tested, 0.56% active; AlphaScreen HP1-beta / biotin-H3K9me3 peptide binding; P83916; AID 540317; note: potency is the fitted concentration of half-maximal effect; nearly all actives have a fitted effect of over 70% in size; inactives centre near 23
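AlphaScreen: HP1-beta (50 nM) preformed 30 min with biotin-H3(1-18)K9me3 peptide (50 nM) in PBS pH 7.4, 0.01% Tween-20. Compound added for 30 min at RT, then streptavidin donor/nickel chelate acceptor beads (10 ug/mL) for 30 min.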
Pin1 inhibitor = inhibitors of human Pin1; Potency, µM (top dose mostly 115 µM), for the others: at the top dose activity, negative = inhibition, most hits filed as inhibitors; 390,000 tested, 0.009% active; Pin1 FP peptide displacement, HiFluor488, 10 min; Q13526; active = well fitted inhibition curve with a large enough effect in the polarisation, with a control signal flat, not every such curve was filed as active; inconclusive = small, poorly fitted or top-dose-only effect, or effect the other way, or a change in a side signal; inactive = no such curve, though single readings can be large or run the other way; the % refers to the polarisation; note: potency is the fitted concentration of half-maximal effect; % is set by controls: 0 for no effect and ±100 for the full control effect
Tb PGK inh = inhibitors of T. brucei phosphoglycerate kinase; P07378; PGK/GAPDH coupled, Kinase-Glo luminescence, 60 min; Potency, µM (top dose mostly 57.5 µM), without a hit: top-dose activity change, negative = inhibition, hits mostly inhibitors; 380,000 tested, 0.043% active; AID 602233; note: potency is the fitted concentration of half-maximal effect; % is set by controls: 0 for no effect and ±100 for the full control effect; nearly all actives have a fitted effect of over 60% in size
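Luminescent ATP detection (Kinase-Glo Plus) follows a 60-minute room-temperature incubation, with wells lacking PGK as controls. Buffer: 100 mM TEA (pH 7.6), 5 mM MgCl2, 0.01% Tween-20. Coupling enzyme GAPDH (100 nM final) supplies unstable 1,3-BPG in-well.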
PI4K2A inh = blocks human PI4K2A kinase activity; activity change, negative = inhibition, % at 76.9 µM; purified PI4K2A, ADP-Glo luminescence, 1 h; hits give low values; Q9BTU6; AID 1346378; 420,000 tested, 0.13% active; in the data active = activity change below about -50%; inconclusive = mostly about -30% to -49%;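 note: -100% = wells without enzyme as full effect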
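Compounds are screened against recombinant PI4K2A using PI as substrate and ATP, the latter dispensed at 300 microM. Reactions run one hour at ambient temperature before ADP-Glo detection; full inhibition defined by wells lacking enzyme.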
G9a block = G9a (human) methyltransferase inhibition | Q96KQ7 | G9a H3K9 monomethylation, AlphaScreen, 2 h | Potency, µM (series often up to 102 µM), without a hit: top-dose activity, negative = inhibition, actives largely listed as inhibitors | 350,000 tested, 8.8% active; note: potency is the fitted concentration of half-maximal effect; % is set by controls: 0 for no effect and ±100 for the full control effect; nearly all actives have a fitted effect of over 75% in size
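Chemiluminescent proximity detection of H3K9 monomethylation, read after 10 min bead incubation in the dark. Reaction: 20 nM G9a, 500 nM biotin-H3K9 peptide, 20 uM SAM cofactor, 2 h, room temperature, following 15 min enzyme-compound preincubation.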
GLS inh = blocks human kidney-isoform glutaminase activity. O94925. Potency, µM (titrated, usually from 45.5 µM), for the others: top-dose activity change, negative = inhibition, hits mostly inhibitors. 410,000 tested, 0.21% active. AID 624170. GLS enzymatic activity, qHTS titration; note: potency is the fitted concentration of half-maximal effect; % is set by controls: 0 for no effect and ±100 for the full control effect
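hKGA in 45 mM KH2PO4 pH 8.2, 0.02% Tween-20 with pin-transferred compounds; 1 mM L-glutamine (stock) plus glutamate oxidase/HRP/Amplex Red coupling added. Fluorescence read initially and after 30 min at RT.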
JMJD2A Tudor inh = JMJD2A Tudor domain (human) inhibition | O75164 | AlphaScreen JMJD2A-Tudor / H3K4me3 peptide binding | Potency, µM (doses to about 114 µM), without a hit: at the highest dose activity change, negative = inhibition, hits mostly inhibitors | 390,000 tested, 4.4% active | AID 504339; note: potency is the fitted concentration of half-maximal effect; % is set by controls: 0 for no effect and ±100 for the full control effect; nearly all actives have a fitted effect of over 50% in size
Target sequence (O75164 whole entry, looked up, the tested form may be a part): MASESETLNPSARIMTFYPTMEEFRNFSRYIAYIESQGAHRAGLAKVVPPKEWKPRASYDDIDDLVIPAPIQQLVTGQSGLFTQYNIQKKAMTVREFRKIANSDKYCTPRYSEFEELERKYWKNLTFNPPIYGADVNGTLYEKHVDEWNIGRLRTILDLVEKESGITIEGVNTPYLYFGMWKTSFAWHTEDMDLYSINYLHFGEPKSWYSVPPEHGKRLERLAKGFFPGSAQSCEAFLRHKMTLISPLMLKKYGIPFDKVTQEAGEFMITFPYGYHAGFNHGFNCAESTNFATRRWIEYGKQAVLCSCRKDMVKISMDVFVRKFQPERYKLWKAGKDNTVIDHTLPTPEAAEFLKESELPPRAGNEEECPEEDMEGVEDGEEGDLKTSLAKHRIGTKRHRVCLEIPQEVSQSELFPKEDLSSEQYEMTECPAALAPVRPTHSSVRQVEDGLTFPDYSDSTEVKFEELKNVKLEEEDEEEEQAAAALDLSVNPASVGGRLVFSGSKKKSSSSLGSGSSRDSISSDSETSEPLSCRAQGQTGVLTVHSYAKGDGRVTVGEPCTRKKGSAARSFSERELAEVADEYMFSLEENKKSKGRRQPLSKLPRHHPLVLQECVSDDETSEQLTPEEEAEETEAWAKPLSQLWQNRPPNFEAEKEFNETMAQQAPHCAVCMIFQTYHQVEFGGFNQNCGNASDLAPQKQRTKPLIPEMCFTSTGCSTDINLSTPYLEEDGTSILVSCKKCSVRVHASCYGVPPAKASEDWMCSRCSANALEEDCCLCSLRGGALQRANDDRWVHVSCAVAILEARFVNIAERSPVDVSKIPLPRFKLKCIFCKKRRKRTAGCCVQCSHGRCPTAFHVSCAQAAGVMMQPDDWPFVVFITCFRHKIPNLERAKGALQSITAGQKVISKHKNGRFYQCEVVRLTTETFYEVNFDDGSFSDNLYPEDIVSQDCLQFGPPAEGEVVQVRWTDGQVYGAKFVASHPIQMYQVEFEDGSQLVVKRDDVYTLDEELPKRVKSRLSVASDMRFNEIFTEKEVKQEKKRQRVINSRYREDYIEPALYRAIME
BAZ2B inh = blocks human BAZ2B; Q9UIF8; AlphaScreen BAZ2B-H3K14Ac peptide displacement; Potency, µM (highest dose often 114 µM), inactives show top-dose activity change, negative = inhibition, actives largely listed as inhibitors; 360,000 tested, 4.4% active; AID 504333; note: potency is the fitted concentration of half-maximal effect; % is set by controls: 0 for no effect and ±100 for the full control effect; nearly all actives have a fitted effect of over 60% in size
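Multi-concentration screen (max 110 uM) measuring displacement of acetylated histone H3 peptide from BAZ2B by AlphaScreen, using 50 nM protein, 50 nM peptide and 10 ug/mL streptavidin donor plus Ni-chelate acceptor beads.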
Active calls of the source: *; i = inactive; ? = inconclusive; . = no result given; & = joins results of further samples; [ ] = another dose, or the depositor's remark. Unless noted, calls come from the whole dose curve; as a rule, active = well fitted curve in the direction sought with a large enough effect; inconclusive = small, poorly fitted or top-dose-only effect, or another doubt; inactive = no such curve, though single readings can be large; an effect the other way counts as inactive or inconclusive.

POLH inh | HP1b chromo inh | Pin1 inhibitor | Tb PGK inh | PI4K2A inh | G9a block | GLS inh | JMJD2A Tudor inh | BAZ2B inh | molecule
0% | 41%[activator] | 3% | 0% | -1 | 41% | 14% | -27% | -34% | CCCC(=O)NC(c1ccccc1Cl)c1ccc2cccnc2c1O (centres undefined)
1% | 10% | 1% | 0% | 1 | 25µM* | 3% | 50µM* | ? | O=C(NCc1cccnc1)C1CC(c2ccccc2O)=NO1 (centres undefined)
-7% | 2% | 2% | -4% | 0 | ? | 5% | ? | -25% | O=S(=O)(c1ccccc1)c1nc(-c2ccccc2)oc1NCc1cccnc1
-15% | 25% | -9% | 0% | 0 | 9% | 4% | -3% | 6% | Cc1cc(=O)n2c(-c3ccc(Cl)cc3)csc2n1
-16% | . | . | -10% | 3 | . | 1% | . | . | N#CC(c1ccccc1)C(CC(=O)c1ccccc1)c1ccccc1 (centres undefined)
-1% | 32% | 0% | -3% | 1 | 6% | 2% | -14% | -26% | O=C(COC(=O)c1ccccn1)Nc1ccc2c(c1)OCO2
-3% | 47%[activator] | -1% | i | -3 | 45µM* | 11% | -17% | ? | O=C(O)c1ccc(N2C(=O)CC(N3CCN(c4ccc(Cl)cc4)CC3)C2=O)cc1 (centres undefined)
-13% | 11% | -4% | 1% | -4 | -7%[59 µM] | 1% | -21% | -28% | COc1ccc(-n2ccnc(NCCc3ccc(S(N)(=O)=O)cc3)c2=O)cc1Cl
-9% | 19% | 2% | -1% | -5 | -3%[12.7 µM] | 21% | -8% | 10% | N#Cc1c(NC(=O)CCC(=O)O)sc2c1CCCC2
-5% | 44%[activator] | -6% | -5% | 4 | 6%[0.501 µM] | 3% | -8% | 0% | CC(=O)Nc1cccc(N)c1
-17% | 3% | -2% | i | -2 | . | 5% | -13% | -1% | CCCCN1C(=S)SC(C)(C)C1/[N+]([O-])=C/c1ccc(S(=O)(=O)NC)cc1 (centres undefined)
-20% | 31% | 1% | i | 4 | 4% | 3% | 4% | 0% | Cc1nc(C)c(Oc2ccc(Cl)cc2Cl)c(=O)[nH]1
-15% | 1% | -18% | i | -3 | ? | -1% | -29% | ? | O=C(Nc1ccc2c(c1)OCO2)C(c1ccc(Cl)cc1)N1CCC2(CC1)OCCO2 (centres undefined)
-15% | -12% | -2% | 10% | 0 | -34%[59 µM] | -5% | -21% | -16% | COc1ccc(C2(N3CCN(c4cccc(C)c4C)CC3)C(=O)c3ccccc3C2=O)cc1
-17% | 1% | 62%[activator] | -13% | -4 | ? | -5% | 18µM* | 63µM* | Cc1ccc(N=C2NC(=O)S/C2=C\c2ccco2)cc1
-12% | 55%[activator] | 8% | -1% | -1 | -5% | -9% | -4% | -4% | O=C1N[C@@H](Cc2ccccc2)C(=O)N2CCC[C@@H]12
-18% | -8% | -5% | 1% | 4 | 40µM* | -4% | ? | ? | CCOc1ccc(N=Nc2ccc(O)c3ncccc23)cc1
-10% | 38% | -11% | -6% | 21 | -41% | 0% | 2% | -19% | COc1ccc2[nH]c(=O)c(CN(CCCN(C)C)C(=O)Nc3ccc(F)cc3)cc2c1
-9% | 1% | -3% | 6% | 6 | ? | 5% | ? | -30% | COC(=O)c1ccc(N2CCN(S(=O)(=O)c3ccc(Br)cc3)CC2)c([N+](=O)[O-])c1
-16% | 79µM* | -3% | -8% | 2 | 1.8µM* | -24% | 2.5µM* | 6% | COc1ccc(-c2nc(=S)[nH][nH]2)cc1
-10% | 14% | 0% | -6% | -7 | -22% | 5% | -2% | -28% | O=C(Nc1ccc(NC(=O)C2CC2)nc1)c1cccnc1
4% | 8% | -6% | -5% | -2 | -4% | 0% | -22% | 0% | CCOC(=O)CCCNC(=O)COC(=O)c1cc(Br)c(Br)s1
-11% | -25% | -3% | 0% | 4 | 22µM* | ? | 7.9µM* | -12% | O=C(O)c1ccccc1/C=N/n1c(C2CCCCC2)n[nH]c1=S
-5% | 38% | 1% | -9% | -1 | -5% | -15% | -1% | -8% | Cc1cc(Br)ccc1S(=O)(=O)n1ccnc1C
-16% | 47%[activator] | 3% | 1% | -9 | ? | 0% | -3% | 8% | O=C(CCC(=O)c1ccc(Br)cc1)Nc1ccc(F)cc1
12% | 3% | -9% | -2% | 5 | 3% | 0% | -5% | -35% | COc1ccc(C)cc1NC(=O)CCNC(=O)c1ccco1
-13% | 45%[activator] | 9% | -3% | 0 | . | -2% | -15% | 0% | Cc1cccc(/C=C/c2onc(C)c2S(=O)(=O)N2CCC(C(=O)NC(C)(C)C)CC2)c1
-16% | 26% | -6% | -3% | 1 | 13%[0.501 µM] | -1% | -13% | 6% | O=C(c1ccc(-c2ccccc2)cc1)N1CCN(c2ccccc2F)CC1
-19% | 25% | 4% | 4% | 1 | 1% | 1% | -12% | 0% | Cc1ccc(S(=O)(=O)N2CCC(=O)N(CCOC(=O)Nc3cccc(Cl)c3)CC2)cc1
3% | 9% | -1% | -6% | -2 | . | 47%[activator] | -12% | 6% | COC(=O)c1[nH]c2cccc(OC)c2c1NC(=O)CN(C)CC1OCCO1
-18% | 14% | -3% | 0% | -5 | -2%[59 µM] | 6% | -35% | . | CCN(CCCNC(=O)c1cc2c(=O)[nH]c3ccccc3c2s1)c1ccccc1
-7% | 28% | 5% | -1% | 2 | 5%[59 µM] | -1% | -8% | 1% | COc1cc2cc(C(=O)N3CCN(Cc4ccc5c(c4)OCO5)CC3)c(=O)oc2cc1OC
-13% | 13%[57 µM] | -5% | -1% | 4 | -4% | -4% | -22% | -3% | COc1cc2c(cc1OC)C1C(C(=O)Nc3ccccc3N3CCN(C)CC3)c3ccccc3C(=O)N1CC2 (centres undefined)
0% | 21% | -7% | -9% | 3 | -16% | -10% | -3% | 7% | CC(OC(=O)CCN=C1NS(=O)(=O)c2ccccc21)C(=O)NC1CCCCC1C (centres undefined)
-20% | 30% | -6% | -3% | -1 | 12% | 11% | -2% | -3% | COc1ccc(-c2c(C(F)(F)F)nn(C)c2NC(=O)c2cccnc2)cc1
4% | 163%[activator] | ? | i | -5 | 130%[activator][59 µM] | -3% | 225%[activator] | 390%[activator] | CCn1c(SCCOc2ccccc2F)nc2ccccc21
-7% | -23% | -4% | . | -2 | 9%[59 µM] | 1% | -24% | 9% | COc1ccc(OC)c(C(=O)CSc2nc3c(c(=O)n(C)c(=O)n3C)n2C(C)C)c1
-10% | 16% | 0% | 1% | 3 | 59%[activator][59 µM] | 0% | -11% | -19% | Cc1cc(C)nc(Nc2ncc(O)n2-c2ccc(C)c(C)c2)n1
4% | 18%[57 µM] | 6% | -7% | -3 | 8%[59 µM] | 0% | -14% | -6% | Cc1ccc(Cn2cnc3nc4c(cc3c2=O)CCCC4)cc1
-10% | 26% | 2% | i | -2 | -1% | -1% | -10% | -4% | CCCN(CC(=O)Nc1ccccc1C)C(=O)C1CCN(C(=O)Nc2ccccc2)CC1
-14% | 44%[activator] | -6% | -1% | -2 | 6%[59 µM] | -4% | -18% | -15% | Cc1oc2ccc(O)c(CN3CCN(C)CC3)c2c1C(=O)Nc1ccc(C(C)C)cc1
-19% | -37% | . | -1% | -16 | ? | ? | ? | 4% | CCN1CCc2c(sc(N)c2C(N)=O)C1
-17% | 46%[activator] | -8% | -4% | -6 | 42%[activator] | -13% | -6% | -15% | CC1Sc2ccc(S(=O)(=O)N3CCC(C(N)=O)CC3)cc2NC1=O (centres undefined)
-16% | 20% | 2% | 1% | -2 | . | -8% | ? | . | COC(=O)C1=C(C)N(Cc2ccccc2)C(=NCc2ccco2)N[C@H]1c1cccc(F)c1
-13% | 37% | -3% | -7% | -1 | . | -5% | ? | . | CCN(C[C@H]1N[C@@](C)(C(=O)OC)[C@H]2C(=O)N(C)C(=O)[C@@H]12)C(=O)C1CCCCC1
-10% | 58%[activator] | -1% | 0% | -1 | -23% | 0% | -1% | -9% | CN1CCN(c2nc3c(c(=O)[nH]c(=O)n3C)n2CCSc2nnnn2-c2ccccc2)CC1
-18% | 32% | 5% | -7% | 0 | 15%[59 µM] | 2% | 0% | 0% | COc1cccc(/C=N/n2nnnc2N)c1OCc1ccccc1Cl
-8% | 21% | 4% | -1% | -11 | . | 32%[activator] | -26% | . | Oc1ccc2ccccc2c1C=NNc1ccccn1
-3% | 26% | 28% | -4% | -2 | . | 0% | 0% | . | Cc1cccc(NC(=O)COC(=O)c2nn(C)c(=O)c3ccccc23)c1C
-23% | ? | -2% | 13% | -4 | 13µM* | 27% | ? | 25µM* | COC(=O)COc1ccc(C2C(C(=O)OC)=C(C)NC3=C2C(=O)c2ccccc23)cc1OC (centres undefined)
-3% | 73%[activator] | 14% | -4% | 4 | ? | -1% | 23% | 16% | CC(C#N)Sc1ccc(S(=O)(=O)N(C)C2CCCCC2)cn1 (centres undefined)
-8% | 14% | 4% | 9% | -4 | 2% | 3% | -9% | 3% | CCOc1ccc(N(CC(=O)Nc2ccccc2C(=O)NC(C)CC)S(C)(=O)=O)cc1 (centres undefined)
-26% | 39% | 7% | -1% | -6 | 33%[activator][59 µM] | 14% | -8% | 9% | COc1ccc(/C=C/c2nc(-c3ccccc3O)n[nH]2)cc1
-6% | -9% | -2% | -5% | -4 | ? | ? | 20µM* | -12% | CCOc1ccc(C2CC(c3ccccc3C)n3nc(N)nc3N2)cc1 (centres undefined)
-11%&-17% | 24%&8% | -4%&-6% | -8% | 0&-3 | -3% | 4%&-3% | -13%&-13% | -4%&5% | COc1ccc(CCNc2nc3ccc(C)cc3n3cnnc23)cc1OC
-11% | 20% | 5% | i | 3 | -5% | -6% | 6%[57.1 µM] | 8% | CCS(=O)(=O)NCCc1cc2cc(C)c(C)cc2[nH]c1=O

Not all compounds are listed, so the mix of outcomes need not match the whole.
